NSD2 inh – NSD2 (human) methyltransferase inhibition | O96028 | NSD2 peptide methylation, AlphaScreen, 120 min | inhibition, % at 12.5 µM | 0.54% of 310,000 active; in the data active = inhibition above about 50%
Target sequence (O96028 whole entry, looked up): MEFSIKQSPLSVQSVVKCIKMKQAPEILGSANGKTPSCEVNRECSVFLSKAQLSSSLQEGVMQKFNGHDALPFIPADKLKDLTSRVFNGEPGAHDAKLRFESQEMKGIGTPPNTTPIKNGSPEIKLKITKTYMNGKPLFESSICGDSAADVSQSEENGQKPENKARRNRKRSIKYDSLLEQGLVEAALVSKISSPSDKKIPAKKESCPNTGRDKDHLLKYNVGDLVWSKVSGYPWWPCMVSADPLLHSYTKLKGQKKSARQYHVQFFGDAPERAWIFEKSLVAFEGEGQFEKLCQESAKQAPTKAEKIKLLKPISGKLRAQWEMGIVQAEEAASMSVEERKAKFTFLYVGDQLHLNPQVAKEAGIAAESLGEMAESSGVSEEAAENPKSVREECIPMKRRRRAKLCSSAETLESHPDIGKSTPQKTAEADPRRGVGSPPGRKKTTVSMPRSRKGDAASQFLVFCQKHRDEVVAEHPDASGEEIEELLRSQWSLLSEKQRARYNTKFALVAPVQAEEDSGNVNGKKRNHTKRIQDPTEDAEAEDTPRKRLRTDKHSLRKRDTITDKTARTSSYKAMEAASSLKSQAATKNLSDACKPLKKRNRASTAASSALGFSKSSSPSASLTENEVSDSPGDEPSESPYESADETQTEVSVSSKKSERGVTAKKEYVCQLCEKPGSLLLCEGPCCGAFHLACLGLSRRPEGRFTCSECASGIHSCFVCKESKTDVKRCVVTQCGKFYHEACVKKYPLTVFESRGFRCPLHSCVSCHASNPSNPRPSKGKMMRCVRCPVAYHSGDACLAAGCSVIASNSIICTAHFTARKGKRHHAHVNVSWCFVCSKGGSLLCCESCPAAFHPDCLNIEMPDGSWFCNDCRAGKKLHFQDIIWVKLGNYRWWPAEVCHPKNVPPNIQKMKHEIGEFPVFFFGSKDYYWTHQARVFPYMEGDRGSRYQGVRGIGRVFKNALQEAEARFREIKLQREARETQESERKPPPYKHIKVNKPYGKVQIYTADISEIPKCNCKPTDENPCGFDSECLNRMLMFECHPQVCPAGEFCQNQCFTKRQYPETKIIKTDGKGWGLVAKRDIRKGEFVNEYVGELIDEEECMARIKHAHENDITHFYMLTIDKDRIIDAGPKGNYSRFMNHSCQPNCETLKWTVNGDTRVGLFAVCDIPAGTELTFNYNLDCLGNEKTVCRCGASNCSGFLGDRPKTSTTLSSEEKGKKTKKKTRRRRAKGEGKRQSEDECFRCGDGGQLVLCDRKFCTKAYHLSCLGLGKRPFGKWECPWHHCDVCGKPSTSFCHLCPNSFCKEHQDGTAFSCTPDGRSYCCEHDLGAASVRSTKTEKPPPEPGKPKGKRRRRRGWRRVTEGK
Starred values were filed as active, the others as inactive.

SMILES | NSD2 inh
COCCNC(=O)C1(C)CCCN(Cc2ccc(C)c3ccccc23)C1 (stereo not drawn) | -1.2
CCC(=O)N1CCC(C(=O)NC2CCCc3ccccc32)CC1 (stereo not drawn) | 5.1
C#Cc1ccc(NC(=O)C2(C)CCN2C(=O)Cc2ccc(-c3ccccc3)cc2)cc1 (stereo not drawn) | -5.3
OC(c1ccc(F)cc1)c1ncc(-c2cccc3ccccc23)[nH]1 (stereo not drawn) | 11.4
CCCC(C)(C)C(=O)N1CCC1(C)C(=O)Nc1cccc2ccccc12 (stereo not drawn) | -1.2
COc1cc(NC(=O)c2ccccc2)c(C)cc1NC(=O)CSc1nnc(-c2ccco2)n1Cc1ccco1 | -0.3
CCOc1cc(NC(=S)NCCOC)c(OCC)cc1NC(=O)c1cccs1 | 0.0
O=C(Nc1cccc2c1CCCC2)c1cc(C2CCCCN2S(=O)(=O)c2cccs2)on1 (stereo not drawn) | 0.5
O=C(Nc1ccc(F)cc1)C(c1cccc(F)c1)N1CCN(Cc2c(F)cccc2Cl)CC1 (stereo not drawn) | -1.2
O=C(O)C1CCCCC1C(=O)Nc1cc(Cl)ccc1Cl (stereo not drawn) | -0.9
CN(C)c1cccc(CNC(=O)c2ccc3nc([C@@H]4O[C@H](CO)[C@H](O)[C@H](O)[C@H]4O)[nH]c3c2)c1 | -0.4
Cc1ccc(S(=O)(=O)NC(=O)C2(C)CCN2C(=O)CCc2ccc(Cl)cc2Cl)nc1 (stereo not drawn) | 0.8
O=C(Nc1cccc(C(F)(F)F)c1)c1csc([C@H]2C[C@H](O)[C@@H](CO)O2)n1 | -1.9
O=C(CN(CCc1ccccc1)S(=O)(=O)c1ccc(F)cc1)N1CCOCC1 | -5.2
CNc1ccc(-c2cccc([N+](=O)[O-])c2)cn1 | -7.3
CCCCNC(=O)C1CCCN1C(=O)Nc1ccc(Cl)cc1 (stereo not drawn) | -14.5
O=C(CSc1nnc(SCc2cccc3ccccc23)s1)Nc1ccccc1-c1ccccc1 | -2.4
OCc1cccc(-c2csc(C(O)(c3ccccc3)C(F)(F)F)n2)c1 (stereo not drawn) | -0.9
CN(C)c1ccc(-c2ccnc3c2CC(C)(C(=O)NCCc2ccccc2)O3)cc1 (stereo not drawn) | 8.9
O=NN(Cc1cccnc1)C(=O)NC1CCCCC1 | 0.9
COc1ccc(-c2ccc(C(=O)NCc3ccc(F)c(F)c3)c3occc23)c(C)c1 | -4.1
O=C(NCc1ccco1)C1CCCN(S(=O)(=O)c2ccc([N+](=O)[O-])cc2)C1 (stereo not drawn) | -1.1
CC(C)CNc1ncnc2c1ncn2[C@H]1CN(Cc2cccc3ccccc23)C[C@@H](CO)O1 | -1.4
COc1ccc(/C=N\NC(=O)CN2CCN(Cc3ccccc3)CC2)cc1OCc1ccccc1 | 0.7
COC(=O)c1cc2c(c3c4cc(OC)ccc4n(S(=O)(=O)c4cccc(C)c4)c13)C(=O)N(Cc1ccccc1OC)C2 | -0.7
CCN(CC)S(=O)(=O)c1ccc(NC(=O)c2nc3nc(C)cc(C)n3n2)cc1 | -1.9
CCc1nc2c(OCc3ccc(OC(F)F)cc3)cccn2c1N(C)C(=O)c1ccco1 | 0.3
NC(Cc1ccc(C(F)(F)F)cc1)c1csc(Nc2ccc(C(=O)c3ccccc3)cc2)n1 (stereo not drawn) | -1.1
O=C(/C=C/c1ccc(N2CCC(c3ccccc3)=N2)cc1)c1ccccc1 | -9.5
Cc1c(Br)cccc1NC(=O)C1(C)CCN1CCc1ccccc1 (stereo not drawn) | -1.1
CC(C)CNC(=O)C1(C)CCCN1C(=O)c1cncc(Br)c1 (stereo not drawn) | 1.3
CCCN1C(=O)c2n[nH]c(C)c2C1c1ccc2c(c1)OCO2 (stereo not drawn) | -2.1
COc1ccccc1-c1cnc(C(O)c2cccc(CN3CCCCC3)c2)[nH]1 (stereo not drawn) | 2.5
O=C(Nc1ccccc1)c1cc(C2CCCN(C(=O)c3ccc4c(c3)CCO4)C2)on1 (stereo not drawn) | 1.1
C#CCNC(=O)c1cc(-c2ccccc2)sc1N | 3.6
CN(Cc1ccc(C(C)(C)C)cc1)Cc1cccc2ccccc12 | 3.1
COc1ccc(CCNC(=O)c2coc(=O)c(Br)c2)cc1 | -4.6
CC(C)CNC(=O)C1(C)CCCN1C(=O)CCc1cccs1 (stereo not drawn) | 0.7
NC(=N\N=Cc1ccccc1)/C(N)=N/N=Cc1ccccc1 | -1.1
O=c1[nH]c(-c2ccccc2)cn1C1CCN(Cc2ccc(-c3nc4ccc(Br)cc4nc3-c3ccccc3)cc2)CC1 | 3.8
COc1ccc(C(O)c2nc(-c3cccs3)cs2)cc1 (stereo not drawn) | -3.4
CC1(C(=O)Nc2cccc3c2CCCC3)CCN1C(=O)C1(c2ccccc2)CC1 (stereo not drawn) | -3.2
CC1=C[C@]2(CN(CC3CC3)C3=N[C@H](c4ccccc4)CC(=O)N32)n2c(=O)n(-c3ccccc3)c(=O)n2C1 | -1.5
OC(c1ccccc1)(c1nc(-c2ccc(Cl)cc2)cs1)C(F)(F)F (stereo not drawn) | -5.5
CC(C)(C)c1ccc(S(=O)(=O)NC(=O)C2(C)CCN2C(=O)C2(c3ccccc3)CC2)cc1 (stereo not drawn) | -1.9
O=C(Nc1nc(OCC(F)(F)F)cnc1/C=C\c1ccccc1)c1ccsc1 | -0.6
CC(C)Nc1ncnc2c1ncn2[C@H]1CN(Cc2cccnc2)C[C@@H](CO)O1 | 1.4
COC(=O)C1CCCN(C(=O)C2CCN(S(=O)(=O)c3ccccc3[N+](=O)[O-])CC2)C1 (stereo not drawn) | -3.2
Cc1nc(C(F)(F)F)ccc1C(=O)N1CCC1(C)C(=O)NS(=O)(=O)c1cccc(F)c1 (stereo not drawn) | -0.2
COCC(=O)N1CCCC(C)(C(=O)Nc2cccc(Oc3ccccc3)c2)C1 (stereo not drawn) | -0.5
Continued:
SMILES | NSD2 inh
Cc1nc2c(C(=O)NCc3cccs3)cnn2c(C)c1Cc1ccc(F)cc1 | -4.6
CCN(C(=O)C1CCCN(c2nnc(-n3cccc3)s2)C1)c1ccccc1C (stereo not drawn) | 15.4
OC[C@@H]1CN(Cc2ccncc2)C[C@H](n2cnc3c(N4CCOCC4)ncnc32)O1 | -0.3
Cc1ccnc(NC(=O)c2ccc(Cl)cc2Cl)n1 | 0.9
CC(C)(C)c1ccc(CC(=O)N2CCC2(C)C(=O)NS(=O)(=O)c2ccccc2C(F)(F)F)cc1 (stereo not drawn) | -3.0
CC(=O)Nc1ccc(/C=C/COC(C)=O)cc1C | -0.8
COCC(=O)Nc1cc(C(=O)Nc2ccccc2)ccc1Cl | -8.1
O=C(NC(c1ccc(-c2ccccc2)cc1)c1cnccn1)C1CCN(Cc2ccc(Oc3ccccc3)cc2)CC1 (stereo not drawn) | 0.3
CN(C)S(=O)(=O)c1cccc(C(=O)N/N=C\c2cccc(C#N)c2)c1 | -0.6
CC1(Oc2cccc(C#N)c2)CCN(Cc2ccccc2OC(F)F)C1 (stereo not drawn) | -5.5

Rewritten in markdown: part of the list above.
| molecule | NSD2 inh |
| --- | --- |
| CC1=C[C@]2(CN(CC3CC3)C3=N[C@H](c4ccccc4)CC(=O)N32)n2c(=O)n(-c3ccccc3)c(=O)n2C1 | -1.5 |
| OC(c1ccccc1)(c1nc(-c2ccc(Cl)cc2)cs1)C(F)(F)F (stereo not drawn) | -5.5 |
| CC(C)(C)c1ccc(S(=O)(=O)NC(=O)C2(C)CCN2C(=O)C2(c3ccccc3)CC2)cc1 (stereo not drawn) | -1.9 |
| O=C(Nc1nc(OCC(F)(F)F)cnc1/C=C\c1ccccc1)c1ccsc1 | -0.6 |
| CC(C)Nc1ncnc2c1ncn2[C@H]1CN(Cc2cccnc2)C[C@@H](CO)O1 | 1.4 |
| COC(=O)C1CCCN(C(=O)C2CCN(S(=O)(=O)c3ccccc3[N+](=O)[O-])CC2)C1 (stereo not drawn) | -3.2 |
| Cc1nc(C(F)(F)F)ccc1C(=O)N1CCC1(C)C(=O)NS(=O)(=O)c1cccc(F)c1 (stereo not drawn) | -0.2 |
| COCC(=O)N1CCCC(C)(C(=O)Nc2cccc(Oc3ccccc3)c2)C1 (stereo not drawn) | -0.5 |
| Cc1nc2c(C(=O)NCc3cccs3)cnn2c(C)c1Cc1ccc(F)cc1 | -4.6 |
| CCN(C(=O)C1CCCN(c2nnc(-n3cccc3)s2)C1)c1ccccc1C (stereo not drawn) | 15.4 |
| OC[C@@H]1CN(Cc2ccncc2)C[C@H](n2cnc3c(N4CCOCC4)ncnc32)O1 | -0.3 |
| Cc1ccnc(NC(=O)c2ccc(Cl)cc2Cl)n1 | 0.9 |
| CC(C)(C)c1ccc(CC(=O)N2CCC2(C)C(=O)NS(=O)(=O)c2ccccc2C(F)(F)F)cc1 (stereo not drawn) | -3.0 |
| CC(=O)Nc1ccc(/C=C/COC(C)=O)cc1C | -0.8 |
| COCC(=O)Nc1cc(C(=O)Nc2ccccc2)ccc1Cl | -8.1 |
| O=C(NC(c1ccc(-c2ccccc2)cc1)c1cnccn1)C1CCN(Cc2ccc(Oc3ccccc3)cc2)CC1 (stereo not drawn) | 0.3 |

Later entries.
SMILES | NSD2 inh
COc1ccccc1CNc1nc(-c2ccccc2CO)c2sccc2n1 | -12.4
CCCNC(=O)C1(C)CCN(C(=O)c2ccc(C)c(F)c2)C1 (stereo not drawn) | 0.2
CCCCc1c(-c2ccccc2OC)ncn1Cc1ccc(F)c(F)c1 | 1.8
Nc1nc(-c2ccc(-n3nncc3-c3ccco3)cc2)cs1 | 2.7
Cc1ccccc1NC(=O)COC(=O)c1ccc(Sc2ncn[nH]2)c([N+](=O)[O-])c1 | -0.5
CC(=O)C1=C(C)N(Cc2ccc(Br)cc2)C(=S)NC1c1cccc(F)c1 (stereo not drawn) | 0.7
COc1ccc(OCCN2CCC(C(=O)NC(c3ccc(OC)cc3)c3ccccn3)CC2)cc1 (stereo not drawn) | 8.7
CCCC(=O)N1CCC1(C)C(=O)NCc1ccc(C(C)C)cc1 (stereo not drawn) | 0.8
O=C(NCCN1CCOCC1)c1cc(Sc2ccccc2Cl)nc2ccccc12 | 0.3
CN(C)CCNc1ncnc2c1ncn2[C@H]1CN(Cc2ccccc2)C[C@@H](CO)O1 | 0.5
Cc1ccc(NC(=O)C2(C)CCN2C(=O)Cc2ccc(C(C)(C)C)cc2)cc1C (stereo not drawn) | -1.9
COc1ccc(-n2nnc3c(SCC(=O)N4CCN(c5ccccc5)CC4)ncnc32)cc1 | -3.7
Cc1nc(NC2CCCC2)c2nnn(Cc3ccccc3)c2n1 | -2.3
OC[C@@H]1CN(Cc2ccc(-c3ccccc3)cc2)C[C@H](n2cnc3c(NC4CCCC4)ncnc32)O1 | 1.6
COc1cc(-n2c(C)nc3cc(C(=O)N4CCN(C(C)=O)CC4)ccc32)cc(OC)c1OC | -1.5
NC(c1ccccc1)c1csc(Nc2ccc(C(F)(F)F)cn2)n1 (stereo not drawn) | 0.0
Cc1cccc(C)c1OCC(=O)N[C@@H](Cc1ccccc1)[C@@H](O)C[C@H](Cc1ccccc1)NC(=O)[C@H](C(C)C)N1CCCNC1=O | -3.2
CC(C)Oc1cccc(-c2n[nH]c(=S)n2N=Cc2ccc(O)cc2O)c1 | 18.4
CCC(=O)N1CCc2cc(Br)c(S(=O)(=O)NCc3ccccc3OC)cc21 | -3.5
CSCCNC(=O)C1(C)CCN1C(=O)CCc1ccccc1 (stereo not drawn) | -3.0
COCCNC(=O)C1CCCN(Cc2ccccc2)CC1 (stereo not drawn) | -0.2
Cc1onc(-c2ccccc2)c1C(=O)N1CCCC(C)(C(=O)NS(=O)(=O)C2CC2)C1 (stereo not drawn) | 0.3
CC(=O)c1ccc(OC2(C)CCN(Cc3ccc4c(c3)OCCO4)C2)cc1 (stereo not drawn) | 8.9
C=CCN1C(=O)c2n[nH]c(COC)c2C1c1ccc2c(c1)OCO2 (stereo not drawn) | -2.8
Cn1cnc([N+](=O)[O-])c1Sc1nnc(-c2ccccc2)c(-c2ccccc2)n1 | 1.3
C(=N/N1CCN(c2ccccc2)CC1)/c1ccco1 | 12.0
COCc1cccc(-c2csc(C(C)(O)c3ccccc3)n2)c1 (stereo not drawn) | -9.0
O=C1NC[C@H](c2ccccc2)N(CCCCC2CCCCC2)C1=O | 0.0
Cc1cccc(-c2noc(CCC(=O)Nc3ccc(C(N)=O)cc3)n2)c1 | 1.2
CC(C)(C)c1ccc(CC(=O)N2CCC2(C)C(=O)NS(=O)(=O)c2ccc(Cl)cc2)cc1 (stereo not drawn) | -2.6
CCc1nc2c(OCC3CCCCC3)cccn2c1N(C)C(=O)c1ccc(C)cc1 | 2.3
COc1cc(C=Nn2c(-c3ccccc3F)n[nH]c2=S)ccc1OCc1ccccc1 | 1.2
CCCNC(=O)C1(C)CCN(Cc2ccc(Oc3ccccc3)cc2)C1 (stereo not drawn) | 6.9
COc1ccc(C(c2ccc(OC)cc2)N2CCN(C(=O)c3noc(C)c3[N+](=O)[O-])CC2)cc1 | -1.4
COc1ccc(C(O)c2nc(-c3cccc(O)c3)cs2)cc1 (stereo not drawn) | -0.8
COc1ccccc1NC(=O)Nc1nc(C(N)Cc2ccc(Cl)cc2)cs1 (stereo not drawn) | 0.1
CS(=O)(=O)Nc1cccc(NC(=O)c2ccc(-n3ccnc3)c3ccoc23)c1 | 22.5
C#CCN(Cc1ccco1)C(=O)c1nnc2c3ccccc3n(S(=O)(=O)c3ccc(C)cc3)c2n1 | -1.6
Cc1cccc(CCNC(=O)CSc2nc3c([nH]2)c(=O)n(C)c(=O)n3C)c1 | -4.7
COc1cc(CNc2nccn3ccnc23)cc(OC)c1 | 0.8
O=C(NCc1ccccc1)c1cc(C2CCCN(C(=O)C3CC3)C2)on1 (stereo not drawn) | -0.4
Cc1ccccc1S(=O)(=O)NC(=O)C1(C)CCN1C(=O)CCc1ccc(Cl)cc1Cl (stereo not drawn) | 0.1
COc1ccc(NC(=O)C2Cc3c(-c4cccc(C(C)=O)c4)ccnc3O2)cc1 (stereo not drawn) | -0.1
NC(COCc1ccccc1)c1csc(NC(=O)Nc2cccc(C(F)(F)F)c2)n1 (stereo not drawn) | -0.3
CC1(C(=O)NS(=O)(=O)c2ccc(C#N)cc2)CCN1C(=O)c1ccc(C2CCCCC2)cc1 (stereo not drawn) | -19.9
CC1(C(=O)NCc2ccc(C(F)(F)F)cc2)CCN1Cc1cc2ccccc2o1 (stereo not drawn) | -2.5
CCCOc1ccc(F)cc1-c1cc(C(=O)NCc2cccs2)[nH]n1 | -0.6
CCN(CC)C(=O)c1cccc(-c2csc(C(O)c3ccc(OC)cc3)n2)c1 (stereo not drawn) | -3.1
COc1ccc(NC(=O)C2(C)CCN2CCc2ccccc2)cc1OC (stereo not drawn) | 4.7

Source: PubChem BioAssay (Broad Institute)

These rows are one share of the data (hit frequency here may not be typical).
